Bioassay records (PubChem BioAssay)
STK33 inh: inhibitors of purified STK33 kinase, primary screen, biochemical, ADP-Glo luminescence, homogeneous, cell-free | AID 2661, 2010 | MBP phosphorylation | inhibition, % at 10 µM | Serine/threonine-protein kinase 33 (Homo sapiens), Q9BYT3 | hit rate 0.073% among 320,000;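 active means inhibition at or above 25%, using the most active replicate where run in duplicate; inactive means inhibition below 25%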
Target sequence (Q9BYT3 whole entry, looked up): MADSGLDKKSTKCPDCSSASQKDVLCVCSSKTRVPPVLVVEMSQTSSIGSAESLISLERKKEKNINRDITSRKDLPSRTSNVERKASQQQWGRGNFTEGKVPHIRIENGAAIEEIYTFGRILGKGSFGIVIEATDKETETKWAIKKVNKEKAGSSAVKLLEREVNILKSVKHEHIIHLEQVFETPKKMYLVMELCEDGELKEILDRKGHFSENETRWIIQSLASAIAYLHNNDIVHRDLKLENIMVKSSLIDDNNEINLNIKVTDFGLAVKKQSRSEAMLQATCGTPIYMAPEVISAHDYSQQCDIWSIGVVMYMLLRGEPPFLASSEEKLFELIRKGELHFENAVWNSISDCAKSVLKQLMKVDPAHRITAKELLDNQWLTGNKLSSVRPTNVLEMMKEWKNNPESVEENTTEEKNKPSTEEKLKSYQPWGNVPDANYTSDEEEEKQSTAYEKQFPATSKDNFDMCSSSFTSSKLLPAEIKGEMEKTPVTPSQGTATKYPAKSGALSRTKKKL
Kir21 inh: inhibitors of mouse Kir2.1 inward-rectifier potassium channel; Inward rectifier potassium channel 2 (Mus musculus), P35561; HEK293-Kir2.1, FluxOR thallium flux fluorescence; stronger effect = lower value; B-score at 10 µM; hit rate 0.85% among 310,000;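 active means fluorescence ratio B-score at or below minus 3 SD of library scores, with starting-brightness B-score within 2 SD, cut at about -4.2 in these data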;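 further: channel flux triggered by added potassium and thallium sulfate stimulus; B-score of peak minus minimum fluorescence over baseline after thallium stimulus; more negative B-score means stronger Kir2.1 block with less thallium influx; some compounds called inactive have numbers as strong as hits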
Target sequence (P35561 whole entry, looked up): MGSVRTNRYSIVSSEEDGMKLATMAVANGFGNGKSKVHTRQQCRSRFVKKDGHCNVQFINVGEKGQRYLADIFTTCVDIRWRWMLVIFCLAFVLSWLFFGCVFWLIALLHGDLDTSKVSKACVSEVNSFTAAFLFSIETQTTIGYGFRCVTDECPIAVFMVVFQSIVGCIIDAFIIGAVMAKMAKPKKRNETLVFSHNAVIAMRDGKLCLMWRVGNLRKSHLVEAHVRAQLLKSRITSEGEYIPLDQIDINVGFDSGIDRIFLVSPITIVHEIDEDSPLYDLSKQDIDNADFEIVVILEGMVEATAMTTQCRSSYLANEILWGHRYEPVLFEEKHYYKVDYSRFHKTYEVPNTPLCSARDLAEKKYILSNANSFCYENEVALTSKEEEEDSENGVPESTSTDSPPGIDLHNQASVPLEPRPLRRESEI
KCNQ2 block: KCNQ2 potassium channel inhibitors, primary screen, cell-based, CHO-K1, FluxOR thallium flux, B-score (AID 2156); B-score at 10 µM; 20 min; stronger effect = lower value; hit rate 1.1% among 310,000; Potassium voltage-gated channel subfamily KQT member 2 (Rattus norvegicus), O88943;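 active means fluorescence ratio B-score at most minus 3 library SDs, with starting brightness B-score within 2 library SDs, cut at about -5.5 in these data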
Starred values were filed as active, the others as inactive; i = inactive; nt = no result given.

SMILES | STK33 inh | Kir21 inh | KCNQ2 block
COCc1c(C(=O)N2CCN(Cc3ccc(C#N)cc3)CC2)oc2ccccc12 | -1.6 | -0.41 | i
CCCCCCc1nnc(NC(=O)OCC)s1 | 0.8 | 2.3 | i
O=C(c1ccco1)N1CCN(c2ccc(Cl)cc2)CC1 | 0.2 | -1.8 | i
NC(=O)C[C@@H]1NC(=O)CNC(=O)c2cc([N+](=O)[O-])cc(I)c2NCCC(C(N)=O)NC1=O (some centres not stated) | 1.2 | 0.05 | i
CCN(CC)CCN1C2=C(C(=O)CC(C)(C)C2)C(c2cccc(F)c2)C2=C1CC(C)(C)CC2=O | -0.3 | 1.5 | i
Cc1nnc(SCc2cc(=O)oc3cc(O)ccc23)n1Cc1ccccc1 | 1.5 | -0.01 | i
COc1ccc(N(C)S(=O)(=O)c2ccc(C)cc2)c([N+](=O)[O-])c1 | -1.8 | -2.5 | i
NC(=O)c1ccccc1N/C=C/C(=O)c1ccco1 | -1.7 | -0.42 | i
CCNC(=S)N(CCCO)Cc1cc2cc3c(cc2[nH]c1=O)OCCO3 | -0.5 | 0.7 | i
Cn1cccc1C(=O)NC(=O)COC(=O)Cc1coc2ccc3ccccc3c12 | -3.2 | -0.93 | i
COC(=O)c1ccccc1C(=O)N1CCCC(C(=O)c2ccc(OC)c(OC)c2)C1 (configuration not stated) | -0.3 | -1.4 | i
Cc1onc(C(=O)Nc2sc3c(c2C(N)=O)CCCC3)c1[N+](=O)[O-] | 2.1 | 2 | i
CCOC(=O)c1cc(-c2ccccc2)sc1NC(=O)CC | -0.4 | 0.56 | i
Cc1ccc(N2C(=O)C3C(C2=O)N2C(c4cccs4)C4C(=O)N(c5ccc(C)cc5)C(=O)C4N2C3c2cccs2)cc1 (configuration not stated) | -2.7 | 1.1 | i
COc1ccc(OC)c(NC(=O)Cn2cc(C=O)c3ccccc32)c1 | -0.2 | -0.92 | i
COc1cc2cc(C(c3nnnn3C(C)(C)C)N3CCc4ccccc4C3)c(=O)[nH]c2cc1OC (configuration not stated) | -1.2 | 0.14 | i
Cc1ccc(C(=O)N2CCCC(Nc3ccc(C)c(C)c3)C2)c(=O)[nH]1 (configuration not stated) | -0.7 | -0.34 | i
Cc1ccc(S(=O)(=O)Oc2ccc(/C=C(/NC(=O)c3ccccc3)C(=O)NCCCC(=O)O)cc2)cc1 | -1.7 | -1.4 | i
O=C(CSc1ccc2nnc(-c3ccccn3)n2n1)N1CCN(c2ccccc2)CC1 | 1.7 | -3.6 | i
Cc1ccc(/C(N)=N/OC(=O)C(C)c2ccc([N+](=O)[O-])cc2)cc1 (configuration not stated) | 0.3 | 1.2 | i
Cc1cc(-c2ccc(C)c(S(=O)(=O)N3CCN(c4ccccn4)CC3)c2)on1 | 0.0 | 0.36 | i
CCOc1ccc(N2Cc3ncccc3C2=O)cc1 | 5.6 | -1.1 | i
O=C(CCN1CCCCO1)N1CCCC(Nc2cccc(F)c2)C1 (configuration not stated) | -2.0 | 0.99 | i
Cn1cnc([N+](=O)[O-])c1Sc1ncn[nH]1 | -1.9 | -0.47 | i
COc1ccc(C(=O)N/N=C/c2cc(Br)ccc2O)cc1OC | 0.0 | -1.4 | i

Part of the list above, limited to STK33 inh:
canonical_smiles	STK33 inh
Cc1onc(C(=O)Nc2sc3c(c2C(N)=O)CCCC3)c1[N+](=O)[O-]	2.1
CCOC(=O)c1cc(-c2ccccc2)sc1NC(=O)CC	-0.4
Cc1ccc(N2C(=O)C3C(C2=O)N2C(c4cccs4)C4C(=O)N(c5ccc(C)cc5)C(=O)C4N2C3c2cccs2)cc1 (configuration not stated)	-2.7
COc1ccc(OC)c(NC(=O)Cn2cc(C=O)c3ccccc32)c1	-0.2
COc1cc2cc(C(c3nnnn3C(C)(C)C)N3CCc4ccccc4C3)c(=O)[nH]c2cc1OC (configuration not stated)	-1.2
Cc1ccc(C(=O)N2CCCC(Nc3ccc(C)c(C)c3)C2)c(=O)[nH]1 (configuration not stated)	-0.7
Cc1ccc(S(=O)(=O)Oc2ccc(/C=C(/NC(=O)c3ccccc3)C(=O)NCCCC(=O)O)cc2)cc1	-1.7

(listing goes on)
SMILES | STK33 inh | Kir21 inh | KCNQ2 block
Cc1ccc(-n2nnnc2SCC(=O)Nc2sc(C)c(C)c2C#N)cc1C | -0.8 | -0.38 | i
COc1ccc(NC(=O)CN2CCC(Cc3ccccc3)CC2)cc1S(=O)(=O)N1CCOCC1 | -1.6 | -1.3 | i
CC1CC1C(=O)OCC(=O)Nc1ccc(N=Nc2ccccc2)cc1 (configuration not stated) | 0.4 | 1.6 | i
CSc1ccccc1OCc1cc(C(=O)N2CCc3c(Cl)cccc3C2)no1 | -0.5 | 0.07 | i
O=C(Cc1ccccc1Cl)NNC(=O)Nc1ccccc1 | 1.0 | -1.9 | i
CCCn1nc(NC(=O)COC)c2cc3cc(C)ccc3nc21 | 1.0 | 0.3 | i
O=c1[nH]c2ccc(S(=O)(=O)N3CCN(c4ccccc4F)CC3)cc2s1 | -3.2 | 0.34 | i
COc1ccc(NC(=O)c2ccc(NC(=O)COC(=O)CC(NC(=O)c3ccccc3Cl)c3ccccc3)cc2)cc1 (configuration not stated) | nt | -1.8 | i
O=C(N/N=C/c1ccc(OCC(=O)N2CCCCC2)cc1)c1ccccc1 | 0.5 | -0.81 | i
Cc1n[nH]c(C)c1S(=O)(=O)N1CCN(c2ccccn2)CC1 | -1.2 | 1.3 | i
O=S(=O)(NCCN1CCOCC1)c1cc(Cl)ccc1Cl | -1.0 | -0.7 | i
COc1ccc(CC(=O)NCC2(c3ccc(OC)c(OC)c3)CCOCC2)cc1 | -0.3 | 0.98 | i
O=C(Nc1ccc(N2CCOCC2)cc1)c1ccc(-c2ccccc2[N+](=O)[O-])o1 | 0.6 | 0.03 | i
Cc1nn(Cc2c(F)c(F)c(F)c(F)c2F)c(C)c1NC(=O)c1cccc(COc2ccccc2Cl)c1 | 0.6 | -0.69 | i
O=S(=O)(c1ccc(Cl)cc1)N1CCN(S(=O)(=O)N2CCCCCC2)CC1 | -1.5 | 0.97 | i
Cc1ccc(C(=O)Nc2ncc(Cc3ccc(F)cc3)s2)o1 | -1.9 | -0.14 | i
O=C(N1CCOCC1)N1CCC(c2nc(-c3ccc(S(=O)(=O)N4CCOCC4)cc3)no2)CC1 | -1.5 | 0.29 | i
CC(C)(C)Nc1c(N)c(=O)oc2ccccc12 | -1.6 | -0.69 | i
CC(C)(CC(=O)O)CC(=O)N1CCN(c2nc3ccc(Cl)cc3s2)CC1 | 0.7 | -0.57 | i
COc1cccc(C(=O)/C=C/c2ccc(OCC#N)c(OC)c2)c1 | nt | -0.25 | i
O=C(OC1CCOC1=O)c1cc(-c2ccccc2)nc2ccccc12 (configuration not stated) | -0.1 | 0.37 | i
O=C(NC1CCCCC1)C(c1ccco1)N(C(=O)c1csnn1)c1cccc(Cl)c1 (configuration not stated) | -0.8 | -1.1 | i
CCc1ccccc1NC(=O)C(Cc1ccccc1)c1nn[nH]n1 (configuration not stated) | -0.5 | 0.36 | i
O=C(Cc1ccccc1)Nc1ccc(C(=O)NCC2COc3ccccc3O2)cc1 (configuration not stated) | -3.2 | -0.13 | i
CN(C)S(=O)(=O)c1ccc(Cl)c(NC(=O)COc2ccccc2[N+](=O)[O-])c1 | -1.3 | -0.69 | i

The list continues:
SMILES | STK33 inh | Kir21 inh | KCNQ2 block
CCN(CC)S(=O)(=O)c1ccc(N2CCCC2)c(NS(=O)(=O)c2ccc(F)cc2)c1 | -1.4 | -1.1 | i
Cc1ccc(-n2c(SCC(=O)Nc3cccc(S(=O)(=O)NC4=NCCCCC4)c3)nc3ccccc3c2=O)cc1C | 0.9 | -0.59 | i
CSc1ccc(CN(C)C(=O)c2cc(S(=O)(=O)NCc3ccccc3)ccc2C)cc1 | 0.0 | 0.76 | i
Cn1nccc1NC(=O)Nc1ccccc1 | -1.0 | 3.3 | i
CC(C)CN1CCN(Cc2cccn2-c2cccnc2)CC1CCO (configuration not stated) | -0.4 | -1.8 | i
Cc1cc(Cl)ccc1NC(=O)CN1C(=O)NC2(CCCc3ccccc32)C1=O (configuration not stated) | -2.9 | 0.25 | i
Cc1nnc(NN)n(N)c1=O | -2.3 | 0.25 | i
O=C(CCC(=O)Nc1ccccc1)N/N=C/c1cccnc1 | 4.6 | -0.71 | i
CC(C)c1ccc(-c2csc3ncnc(N4CCN(C)CC4)c23)cc1 | -1.1 | -1.1 | i
Cc1[nH]c(=O)c(S(=O)(=O)c2ccccc2)c(C)c1Cl | -0.3 | -0.82 | i
COc1ccc(Cl)cc1NC(=O)N1CCN(c2ccccc2OC)CC1 | 1.5 | -0.07 | i
CCOc1ccc2c(c1)sc(N)[n+]2Cc1cc(C)cc2cccnc12 | -0.7 | -4.3* | i
CC(=O)NCC(=O)NNC1CC(=O)N(c2cccc(Cl)c2)C1=O (configuration not stated) | -1.3 | 0.05 | i
CCOc1ccc2[nH]cc(C(=O)NCCc3ccccc3)c(=O)c2c1 | 0.2 | 0.69 | i
O=C(NCC1CCCO1)c1ccccc1OCc1ccc(Cl)cc1 (configuration not stated) | -2.6 | 0.01 | i
N#CC1=C(N)C(C#N)(C#N)C(c2ccc[nH]2)C2CCCC=C12 (configuration not stated) | 3.1 | -4.9* | i
COc1ccc(C(=O)NC2CCN(S(=O)(=O)c3ccccc3F)CC2)cc1 | -0.4 | -0.43 | i
COc1ccc(NC(=O)CCNS(=O)(=O)c2ccc3c(c2)CC(C)N3C(C)=O)cc1 (configuration not stated) | -0.2 | 2.5 | i
C#CCOCCOCCOCCNc1nc(N2CCN(C(=O)C([C@@H](C)CC)n3cc(C(N)CC(C)C)nn3)CC2)nc(N2CCN(C(=O)[C@H](CCC(=O)O)n3cc(C(N)[C@H](C)CC)nn3)CC2)n1 (some centres not stated) | -0.3 | 0.88 | i
COc1ccc(CN2CCNC(=O)C2CC(=O)NC2CCCC2)c(C)c1C (configuration not stated) | -0.2 | 0.47 | i
OCC1(Cc2ccccc2)CCCN(Cc2cnn(-c3ccccc3)c2)C1 (configuration not stated) | -0.6 | -1.1 | i
CCCCn1c(=NC(=O)c2ccco2)c(C(=O)OCC)cc2c(=O)n3cccc(C)c3nc21 | -0.4 | -1.6 | i
C/C(N)=C(/C#N)C(=O)CSc1nnc(Nc2ccccc2)s1 | 2.1 | 0.05 | i
NNC(=S)Nc1c(Br)cc(F)cc1Br | -1.8 | -0.28 | i
N#C/C(=C\N1CCCCC1)S(=O)(=O)c1ccc(Cl)cc1 | -2.2 | 0.92 | i

(continued)
SMILES | STK33 inh | Kir21 inh | KCNQ2 block
CC(C)N(C(=O)c1ccc(C(=O)Nc2ccc([N+](=O)[O-])cc2)cc1)C(C)C | 4.3 | 0.24 | i
COc1ccc2[nH]cc(CCNC(C)=O)c2c1 | 0.7 | 1.1 | i
COc1cc(/C=N/n2nnnc2Nc2ccccc2)cc(OC)c1OC | -0.3 | -0.83 | i
Clc1nc(NC2CCCC2)nc(N2CCOCC2)n1 | -0.2 | -0.97 | i
COc1cc(/C=N/Nc2ccc(F)cc2F)cc(OC)c1OC | -1.8 | -0.38 | i
Cc1cc(C)c(C#N)c(SCc2ccccc2C)n1 | 0.0 | -0.74 | i
COc1cc(N)c(Cl)cc1C(=O)OCC(=O)Nc1cccnc1Cl | -1.5 | -0.02 | i
CCNc1c(N)c(=O)oc2ccccc12 | -1.7 | -0.95 | i
CC1CN(C(=O)C(Sc2ccccc2)c2ccccc2)CC(C)O1 (configuration not stated) | 0.6 | 0.81 | i
COC(=O)c1[nH]nc(C(=O)OC(C)(C)C)c1-c1ccccc1 | -2.8 | 0.01 | i
c1ccc(N2CCN(c3ncccn3)CC2)cc1 | -1.2 | 0.27 | i
CC(C)C[C@H](NC(=O)N1CCn2c1nc1ccccc12)C(=O)NCC1CCCO1 (some centres not stated) | -0.6 | -1.4 | i
COc1ccccc1-c1noc(CCC(=O)NC2CCCCC2)n1 | -0.8 | 0.57 | i
O=C1c2ccccc2C(=O)N1Cc1ccc2c(c1)OCO2 | 0.5 | -0.82 | i
CC1(C)Cc2c(c(-c3ccccc3)[nH]c(=O)c2C#N)CO1 | 0.6 | 0.13 | i
COc1cccc(-n2c(SCC(=O)Nc3sc4c(c3C(N)=O)CCC4)nc3ccccc3c2=O)c1 | -0.6 | -0.2 | -6.1*
COC(=O)c1ccc(C(=O)OC)c(NC(=O)CS(=O)(=O)Cc2ccccc2)c1 | -0.5 | 0.29 | i
CC(=O)Nc1ccc(S(=O)(=O)NCc2ccc(C)cc2)cc1 | 0.8 | 0.39 | i
CCOC(=O)N1CCC(N(CCN(C)C)C(=S)Nc2ccccc2C)CC1 | -0.6 | -0.07 | i
CNS(=O)(=O)c1cnccc1N1CCN(c2cccc(C(F)(F)F)c2)CC1 | -1.5 | 2.2 | i
COCCNCC(=O)N1CCCCCC1 | -0.9 | -1.6 | i
COc1ccccc1NC(=O)c1cc(-c2ccc(C)o2)nc2ccccc12 | -0.2 | 0.44 | -8.1*
CCC(C)(C)NC(=O)C(C(C)C)N(CC1CCCO1)C(=O)CNS(=O)(=O)c1ccc(F)cc1 (configuration not stated) | -0.8 | 0.63 | i
FC(F)(F)c1cccc(OCc2noc(-c3ccsc3)n2)c1 | -1.3 | 0.75 | i

Four entries from above, with values under each structure.
Each structure is followed by: STK33 inh | Kir21 inh | KCNQ2 block
COc1cc(/C=N/Nc2ccc(F)cc2F)cc(OC)c1OC
→ -1.8 | -0.38 | i
Clc1nc(NC2CCCC2)nc(N2CCOCC2)n1
→ -0.2 | -0.97 | i
c1ccc(N2CCN(c3ncccn3)CC2)cc1
→ -1.2 | 0.27 | i
COc1ccc2[nH]cc(CCNC(C)=O)c2c1
→ 0.7 | 1.1 | i
